Screening data from PubChem BioAssay.
aSyn yeast rescue: inhibitors of alpha-synuclein toxicity in yeast. hit rate 0.02% among 94,000. AID 1347070. S. cerevisiae alpha-synuclein toxicity rescue, BacTiter-Glo growth, 24 h. Potency, µM (top dose mostly 46.1 µM), for the others: at the highest dose growth rescue (activation), hits mostly activators; active = well fitted activation curve with a large enough effect; inconclusive = small, poorly fitted or top-dose-only effect; also: 0% is about no effect
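Growth restoration measured by BacTiter-Glo luminescence after 24 hr at 30 deg C; alpha-synuclein yeast, raffinose-pregrown to mid-log, were added at OD600=0.02 in galactose medium onto pinned compounds.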
Starred values were filed as active, the others as inactive; u = inconclusive; [ ] = remark or other dose. Potency is read from the fitted curve at half-maximal effect. These rows are one share of the data; count on the stated rates, not on these rows.

SMILES	aSyn yeast rescue
COc1ccc2cc3cc(C(=O)NCCc4ccccc4)sc3nc2c1Cl	-4%
Cc1nnc(NCc2ccccc2)c2c1nnn2Cc1ccc(F)cc1	1%
COc1ccc(S(N)(=O)=O)cc1C(=O)OCC1CCCCC1	10%
COc1ccncc1-c1ccc(C2=CC(=O)CC(C)(C)C2=O)cc1	9%
Cc1ccccc1-n1c(Cn2c(=O)sc3ccccc32)nnc1SC(C)C	7%
COc1ccc(-c2cc(C(=O)Nc3cnn(Cc4ccc(F)cc4)c3)no2)cc1OC	1%
O=C(O)C1=C(Nc2ccccc2)OCC1=O	0%
CCOC(=O)C1(Cc2ccc(OC)cc2)CCN(C(=O)CCN2CCCC2=O)CC1	-8%
Cc1ccc(Cn2c(C)c(CNC(C)c3ccccc3)c(C(=O)O)c2C)cc1 (stereo not given)	3%
CCCCn1cc(S(=O)(=O)c2ccc(CC)cc2)c(=O)c2cc(F)c(N3CCOCC3)cc21	0%
CCCCN(Cc1ccccc1)C(=O)c1oc(=O)c2ccccc2c1-c1ccc(C)cc1	2%
COc1ccc(NC(=O)CC2C(=O)N(c3ccccc3)C(=O)N2C2CCCCC2)cc1 (stereo not given)	5%
Cc1ccc(N2CC(=O)N(NC(=O)CN3CCN(c4ccccc4)CC3)CC2=O)cc1	0%
O=C(NC(=S)Nc1ccccc1C(=O)O)c1ccc2ccccc2c1	8%
Cn1cnc2c(=O)oc3ccc(S(=O)(=O)Nc4ccc(F)cc4)cc3c21	-3%
CCOC(=O)c1sc(=NC(=O)c2ccc(C)cc2)n(C)c1C	11%
COc1ccc2c(CNCCc3ccccc3)c(C(=O)O)n(Cc3cccc(F)c3)c2c1	-4%
CCCc1nn2c(=O)cc(COC(=O)c3cccc(NC(=O)c4ccc(OCC)cc4)c3)nc2s1	-10%
Cc1ccc(-c2nc3cccc(C)n3c2Nc2ccc3c(c2)OCCO3)cc1	-22%
CCN1CCc2c(OCC(=O)N3CCCc4ccccc43)cccc2C1=O	0%
CCN(Cc1ccccc1)Cc1c(O)ccc2oc(C)c(C(=O)Nc3ccccc3C)c12	5%
COc1cccc(OC)c1C(=O)Nc1nnc(C)s1	-1%
CCN(CC)S(=O)(=O)c1ccc(N2CCOCC2)c(NCC(=O)Nc2ccc(F)cc2)c1	0%
COc1ccc(S(=O)(=O)N2CCC(C(=O)NCCC(=O)NCc3cccnc3)CC2)cc1	-7%
Cc1nn(C)c(C(=O)Sc2cccc(Cl)c2)c1[N+](=O)[O-]	-18%
COc1ccc(S(=O)(=O)N(CC(=O)Nc2ccc3c(c2)OCO3)c2ccc(C)cc2)cc1	6%
COc1ccc(NC(=O)N2CCC(CO)(CC3CCCCO3)CC2)c(OC)c1 (stereo not given)	-1%
CN(C)S(=O)(=O)N(CC(=O)NCCSc1ccc(Cl)cc1)c1ccccc1	3%
COc1ccc(C2=CC(c3ccc(F)cc3)n3ncc(C(=O)Nc4ccc(C)cc4)c3N2)cc1 (stereo not given)	3%
CCc1cccc(C)c1NC(=O)C1=C(C)C(=O)OC12CCC(C)CC2 (stereo not given)	-1%

Continued; it opens with the two that closed the last part.
SMILES	aSyn yeast rescue
COc1ccc(C2=CC(c3ccc(F)cc3)n3ncc(C(=O)Nc4ccc(C)cc4)c3N2)cc1 (stereo not given)	3%
CCc1cccc(C)c1NC(=O)C1=C(C)C(=O)OC12CCC(C)CC2 (stereo not given)	-1%
COCCCNC(=S)NNC(=O)C(O)(c1ccccc1)c1ccccc1	4%
Cc1cc(C)c(NC(=O)CSc2nc3ccccc3nc2N2CCCCC2)c(C)c1	-12%
CC(C)C(=O)Nc1nc2c(s1)CC(C(C)(C)C)CC2 (stereo not given)	10%
CC(Oc1ccccc1)C(=O)N1CCC2(CC1)CC(=O)c1ccccc1O2 (stereo not given)	-7%
Cc1c(C(=O)N2CCOCC2)oc2c1-c1nn(CC(=O)NCc3ccccc3)cc1CC2	6%
COCCNC(=O)CCn1c(=O)c2cc(OC)c(OC)cc2n(CC(=O)Nc2ccccc2OC)c1=O	-11%
COc1ccc(N2CCc3c(C)nc(SC)nc32)cc1	-4%
Cc1ccc(S(=O)(=O)N(C)C[C@@H]2OCc3cnnn3CCCC(=O)N([C@H](C)CO)C[C@@H]2C)cc1	-2%
COCCCNC(=S)N1CCN(c2nc(-c3ccc(Cl)cc3)cs2)CC1	-13%
CCc1ccc2oc(-c3cccc(NC(=O)C(C)(C)Oc4ccc(Br)cc4)c3)nc2c1	-10%
CCCC(=O)N1c2ncnn2C2(CCCCC2)[C@@H]2CCCC[C@@H]21	-8%
CCOc1ccc(NS(=O)(=O)c2cccs2)cc1S(=O)(=O)N1CCCC1	3%
Cc1ccccc1CN1C(=O)C2(c3ccccc31)N(c1ccccc1)C(=O)CS2(=O)=O (stereo not given)	-9%
Cc1ccc([C@H]2C[C@H](n3cc(COC(=O)c4ccccc4)nn3)[C@@H](O)CN2Cc2cccs2)cc1	4%
CCCn1c(=N)n(CC(O)COc2ccccc2OC)c2ccccc21 (stereo not given)	-5%
CCN(c1ccccc1)S(=O)(=O)c1cccc(C(=O)NCCOc2ccccc2OC)c1	-4%
COc1cc(CN2CCNC(=O)C2CC(=O)N(C)Cc2ncc[nH]2)cc(OC)c1 (stereo not given)	-17%
Cc1cc(C)cc(OCCNS(=O)(=O)c2cccs2)c1	-2%
O=[N+]([O-])c1ccc2c(c1)nc1n2CCN(C2CCCCC2)C1	-1%
O=C(CSc1ccccc1)NCC1(N2CCCCC2)CCCCC1	-3%
O=C(NC1CCCCCC1)c1ccc(Br)o1	11%
Nc1ccc2c(c1)C1(CCC2)NC(=O)NC1=O (stereo not given)	-1%
N/C(=N\OC(=O)c1ccc(Cl)cc1[N+](=O)[O-])c1cccnc1	-6%
CC(C)(C)NC(=S)NNC(=O)c1cccc(Br)c1	-7%
C[C@@H]1CN([C@@H](C)CO)C(=O)CCCn2nncc2CO[C@@H]1CN(C)S(=O)(=O)c1ccc(Cl)cc1	5%
COc1ccc2c(c1)c1c(c(=O)n(-c3cccc(C)c3)c(=O)n1CC(=O)Nc1c(C)cc(C)cc1C)n2C	6%
COC(=O)CSc1nc(C)c(C)c(C)c1C(N)=O	7%
O=C(c1ccc2c(Cl)c3c(nc2c1)CCCC3)N1CCN(c2ccccc2F)CC1	6%
Cc1cccc(C(=O)Nc2nnc(S(=O)(=O)N3c4ccccc4CC3C)s2)c1 (stereo not given)	4%
COc1ccc(C2CC(=O)c3cc(-c4nc(-c5cccc([N+](=O)[O-])c5)cs4)c(=O)n(-c4ccc(OC)cc4)c3C2)cc1 (stereo not given)	-5%

In a second layout: results already given
> CC(C)C(=O)Nc1nc2c(s1)CC(C(C)(C)C)CC2 (stereo not given)
- aSyn yeast rescue = 10%

> CC(Oc1ccccc1)C(=O)N1CCC2(CC1)CC(=O)c1ccccc1O2 (stereo not given)
- aSyn yeast rescue = -7%

> Cc1c(C(=O)N2CCOCC2)oc2c1-c1nn(CC(=O)NCc3ccccc3)cc1CC2
- aSyn yeast rescue = 6%

> COCCNC(=O)CCn1c(=O)c2cc(OC)c(OC)cc2n(CC(=O)Nc2ccccc2OC)c1=O
- aSyn yeast rescue = -11%

The list goes on:
SMILES	aSyn yeast rescue
O=C(CN1C=NS(=O)(=O)c2ccccc21)Nc1ccc(F)cc1	0%
Cc1ccc2sc(NC(=O)c3ccc4c(c3)OCCO4)nc2c1C	-37%[inhibitor]
O=C(CCN=C1NS(=O)(=O)c2ccccc21)OCc1nnc(-c2ccccc2)o1	5%
CCN(CCCNC(=O)c1ccc(Sc2ccc(Cl)cc2)c(NC(C)=O)c1)c1cccc(C)c1	8%
CCCS(=O)(=O)c1ccc(COC(=O)c2cccc(NC(=O)C(C)C)c2)cc1	6%
CC1(C(=O)OCC(=O)NC(=O)c2ccccc2)CC1(Cl)Cl (stereo not given)	-19%
CCc1ccc(CNC(=O)CN2CCSc3ccccc32)cc1	u
COc1cccc2c1cc1c(=O)n(CC(=O)N3CCN(c4cccc(C(F)(F)F)c4)CC3)nc(C)n12	-4%
COc1ccc(Cl)cc1NC(=O)CSc1nc(-c2cccs2)cc(C(F)(F)F)n1	6%
Cc1nc2sc(C(c3cccs3)N3CCN(C(=O)c4ccco4)CC3)c(O)n2n1 (stereo not given)	2%

Another view of two compounds above.
mol | aSyn yeast rescue
Cc1nc2sc(C(c3cccs3)N3CCN(C(=O)c4ccco4)CC3)c(O)n2n1 (stereo not given) | 2%
CCc1ccc(CNC(=O)CN2CCSc3ccccc32)cc1 | u

The list goes on:
SMILES	aSyn yeast rescue
C/C(N)=C(/C#N)C(=O)COC(=O)c1ccccc1C(=O)c1ccc(C)cc1	6%
COc1ccc(C)cc1N(CC(=O)N1CCC(C)CC1)S(=O)(=O)c1ccc(C)cc1	9%
CC(NC(=O)C(c1ccccc1)c1ccccc1)c1ccc(S(N)(=O)=O)cc1 (stereo not given)	7%
CS(=O)(=O)N1CCN(c2ccc(NC(=O)c3ccccc3)cc2)CC1	1%
c1ccc(-c2nnc3n2-c2ccccc2SC3)cc1	-5%
COCCn1c(SCC(=O)c2ccc(OC)cc2)nc2cc(C(=O)NC3CCCC3)ccc2c1=O	9%
COc1ccc(Br)c2c1-c1nc(NC(=O)c3ccccc3F)sc1C2	-18%
O=C(O)c1ccc(CNCc2ccccc2F)cc1	-16%
CC(OC(=O)c1ccc2c(c1)OCO2)C(=O)NC1CCCCC1C (stereo not given)	8%
Cn1cccc1CC(=O)N/N=C/c1cc([N+](=O)[O-])ccc1Cl	8%
COc1ccc(-c2nnc(SCc3ccc(C(=O)O)cc3)n2N)cc1	-5%
CCOc1ccc(CNC(=O)Cc2ccc(NC(=O)N3CCCCc4ccccc43)cc2)cc1OC	6%
N#Cc1nc(/C=C/c2ccc(F)cc2)oc1NC1CCCCC1	21%
Cc1cc(C)cc(NC(=O)NCc2c(-n3cccc3)sc3c2CCCC3)c1	1%
NC(=O)c1ccccc1OCC(=O)N1CCc2ccccc2C1	-46%[inhibitor]
Cc1cc(NC(=O)CCC(=O)N(Cc2ccco2)C(C(=O)NC2CCCC2)c2ccccc2)no1 (stereo not given)	-7%
Cc1ccc(NC(=O)c2ncn(-c3ccccc3)n2)c(Cl)c1	3%
CNC1(C(N)=O)CCNCC1	6%
O=C(Nc1nc2c(F)cc(F)cc2s1)c1ccco1	-5%
O=C(c1ccc(Cl)cc1)N1CCC(c2ccncc2)CC1	-1%

At a glance, 5 of the compounds above:
SMILES	aSyn yeast rescue
N/C(=N\OC(=O)c1ccc(Cl)cc1[N+](=O)[O-])c1cccnc1	-6%
CC(C)(C)NC(=S)NNC(=O)c1cccc(Br)c1	-7%
C[C@@H]1CN([C@@H](C)CO)C(=O)CCCn2nncc2CO[C@@H]1CN(C)S(=O)(=O)c1ccc(Cl)cc1	5%
COc1ccc2c(c1)c1c(c(=O)n(-c3cccc(C)c3)c(=O)n1CC(=O)Nc1c(C)cc(C)cc1C)n2C	6%
COC(=O)CSc1nc(C)c(C)c(C)c1C(N)=O	7%

Next part.
SMILES	aSyn yeast rescue
COc1ccccc1CNC(=O)CN(C)Cc1ccc(SC)cc1	-6%
O=C(c1ccccc1Br)N1CCC(c2nc3ccccc3o2)CC1	14%
Cn1c(=O)c2c(nc(CN3CCN(Cc4ccccc4)CC3)n2Cc2ccc(Cl)cc2)n(C)c1=O	1%
CSc1ncc(C(=O)NCc2ccc(C)cc2)c(C)n1	-35%[inhibitor]
Cc1cc(C)cc(NS(=O)(=O)c2cccs2)c1	16%
O=C(c1ccc(N2CCCCC2)c([N+](=O)[O-])c1)N1CCN(S(=O)(=O)c2ccccc2)CC1	21%
COc1ccc(N2CCN(C(=O)C3CCN(c4nc5ccc(C)cc5[nH]4)CC3)CC2)cc1	3%
Cc1snc2sc(C(=O)c3ccc(F)cc3)c(N)c12	3%
Cc1cccc(-c2nn(-c3ccccc3)cc2C(=O)N(C)CC(=O)Nc2ccc(N3CCOCC3)cc2)c1	10%
CC1=CC(C)(C)N2C(=O)C(=O)c3cc(OC(=O)c4ccco4)cc1c32	-38%[inhibitor]
C[C@@H]1CN([C@H](C)CO)S(=O)(=O)c2ccc(C#CCN(C)C)cc2O[C@@H]1CN(C)Cc1ccccc1F	-3%
CCOc1ccc(C(C)=O)cc1COC(=O)C(C)N=C1NS(=O)(=O)c2ccccc21 (stereo not given)	7%
CCn1cc2nc(SCc3cccc(C(F)(F)F)c3)n(Cc3ccc(Cl)cc3)c(=O)c2n1	0%
CC(C)COc1ccc(C(=O)Nc2sc3c(c2C(=O)O)CC(C)(C)OC3)cc1	9%
COCCCn1c(=N)c(C(=O)NC2CCCCC2)cc2c(=O)n3ccccc3nc21	1%
N=C1C(c2ccccc2)=C(O)CN1c1cccc(S(=O)(=O)NCc2ccco2)c1	1%
CCN1c2ccccc2-c2nc(SCC(=O)Nc3cc(F)ccc3F)ncc2S1(=O)=O	-2%
CC(C)c1nc(SCC(=O)N2CCCCC2)c2c(=O)n(C)c(=O)n(C)c2n1	4%
Cc1ccc2nc3c(cc(C(=O)NCCc4ccccc4)c(=N)n3CCN3CCOCC3)c(=O)n2c1	-5%
COc1ccccc1NC(=O)CSc1nnc2c3ccccc3n(C(C)C)c2n1	10%
CCCCN1C[C@H](CSC)[C@@H](CC(=O)NC)C1=O	3%
COc1ccccc1-c1nc(CNC(=O)NC2CCCCC2)c(C)o1	3%
Cc1cc(NC(=O)C(C)SCC(=O)OC(C)C(=O)Nc2cccc(C#N)c2)no1 (stereo not given)	-2%
O=C(SCc1c(O)c2ccccc2oc1=O)c1ccccc1	-78%[inhibitor]
O=C(c1cc(C(=O)N2CCOCC2)c2nc3ccccc3n2c1)c1ccccc1O	13%
COCCN1Cc2cccc(C(=O)NCCc3ccccc3)c2C1=O	-1%
